Insulin prom up: MIN6 insulin promoter up-regulation. MIN6 insulin promoter-GFP reporter, high-content imaging; stronger effect = higher value. z-score at 5 µM. hit rate 0.3% among 190,000;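 active = z-score above 3 at 5 µM with at least 500 cells counted in the well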
T cell modulator: T cell immune modulators affecting CD8 T cell-vesicle binding. AID 2052. hit rate 0.068% among 330,000. calls only at 7 µM. 2C CD8+ T cell-vesicle binding, flow cytometry; stronger effect = lower value;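 active = response, share of CD8 T cells binding vesicles, and their 90th percentile fluorescence all below set limits, cut at about 80% in these data, passing the limit was not always enough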
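Assay system – 2C mouse CD8+ T cells · Also added – QL9-loaded Drosophila micro-vesicles · Timing – Cell–vesicle co-incubation 1.5 h at 37 °C, staining 20 min on ice · Signal – flow cytometry of vesicle-bound cells · Measure – percent CD8+ FL2 mean versus row control · Controls – Peptide-free naked vesicles (low) and QL9 vesicles with 0.7% DMSO vehicle (high)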
Hep lipid drop: modulators of hepatic lipid droplet formation. inhibition, % at 6.5 µM. hit rate 0.4% among 240,000. AID 1656. AML12 mouse hepatocytes, oleate lipid droplets, BODIPY imaging;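 active = lipid droplet intensity inhibited by at least 50%, with more than 500 cells counted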
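System: AML12 hepatocytes (mouse). Probe or stimulus: oleic acid at 100 µM to induce lipid droplet formation. Times: overnight treatment with compound plus oleate. Detection: Image-based BODIPY and DAPI two-channel analysis. Evaluation: percent inhibition of filter-corrected integrated lipid droplet intensity per well.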
WT yeast gro inh: growth inhibition of WT yeast, mitochondrial fusion screen. mitochondrial fusion phenotypic screen, WT strain. inhibition, % at 10 µM. hit rate 2.1% among 190,000; in the data active = inhibition above about 58%; tested in S. cerevisiae
West Nile antiviral: West Nile virus antiviral activity, cell-based, CPE readout (AID 1621); hit rate 0.02% among 290,000; West Nile virus-infected cells, CPE inhibition; higher % means a stronger effect; CPE inhibition, % at 10 µM, or IC50 in µM where a hit was titrated; in the data active = a potency from the dose series; also: strong numbers were not always called active
Autophagy mod: autophagy modulation, high-content screen | MEF GFP-LC3 puncta imaging; test concentration mostly 10 µM | calls only at 10 µM (by protocol) | hit rate 0.98% among 190,000 | AID 463193;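 active = percentage of spot-positive cells more than 3 SD above its plate mean, without a fluorescence outlier flag or 80% toxicity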;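 also: spot-positive cell cutoff set from DMSO-treated cells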
Myeloid diff 2: myeloid differentiation induction. AID 624256. ER-HoxA9 myeloid progenitors, lysozyme-GFP differentiation, flow cytometry. hit rate 1% among 360,000. calls only at 10 µM;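 active = normalized GFP-positive differentiation at or above the plate's own cutoff, the solvent-only control mean plus 3 SD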;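 also: cells exposed to compound for four days before flow analysis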
bCat nuc transl: modulators of beta-catenin nuclear translocation; HeLa beta-catenin nuclear translocation, immunofluorescence imaging; AID 1665; hit rate 0.3% among 190,000; nuclear translocation activity, % at 5 µM;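 active = nuclear translocation activity above 50% at 5 µM, with a well cell count of 50 or more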;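 also: per-cell ratio of nuclear to cytoplasmic median beta-catenin stain intensity; plate controls were DMSO negative control for no effect and GSK-3 inhibitor IX positive control for full effect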
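Test system: HeLa cells, endogenous beta-catenin; Compound: single 5 µM dose plus 0.02–20 µM confirmation series; Times: compound exposure 24 h at 37°C; Signal: fluorescence imaging of beta-catenin antibody stain plus DAPI; Read-out: % activation, nuclear-to-cytoplasmic median beta-catenin signal ratio per cell.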
MT stabilizer: microtubule stabilization, imaging screen; HeLa tubulin immunostaining HCS, 24 h; share of cells brighter than vehicle mean+2SD; AID 2205; hit rate 0.83% among 200,000; % tubulin-high responders, % at 10 µM;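 active = plate Z-score above 3 for both tubulin-high and condensed-nucleus cell shares, with cell loss under 80%, at 10 µM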;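 also: anti alpha tubulin signal scored within the nucleus-defined area of each cell; some results filed as inactive read as strong as hits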
WT yeast gro inh mutant strain: also measured in WT yeast gro inh; calls as there; inhibition, %; mitochondrial fusion phenotypic screen, mutant strain inhibition
Insulin prom up cell count: also measured in Insulin prom up; calls as there; cell count; measured here: cytotoxicity, nuclei count;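 total cells summed across four imaged fields per well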
Hep lipid drop cells 6.5 µM: further read-out of Hep lipid drop, marked with its call; cell count; measured here: cell count, cytotoxicity flag;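 cells counted across two imaged fields per well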
bCat nuc transl cell count 5 µM: further read-out of bCat nuc transl, marked with its call; cell count; measured here: cell count, cytotoxicity flag
T cell modulator vesicle-bound %: also measured in T cell modulator; calls as there; double positive events, %; measured here: CD8+ vesicle-bound cell fraction;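 binding gate set so that unloaded-vesicle control wells show 10% double positive cells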
MT stabilizer Hoechst-high %: further read-out of MT stabilizer, marked with its call; % Hoechst-high responders; measured here: nuclear condensation Hoechst responders;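 share of cells brighter than vehicle mean plus two SD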
MT stabilizer cytotoxicity %: also measured in MT stabilizer; calls as there; toxicity, %; measured here: cytotoxicity by cell density;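 0% = mean cell density of plate MIN control wells and 100% = no cells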
Autophagy mod cell loss 18 h: further read-out of Autophagy mod, marked with its call; toxicity, %; measured here: cell loss, nuclei count;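 cell loss after 18 h compound exposure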
Myeloid diff 2 GFP+ MAC1+ %: second read-out of Myeloid diff 2, no call of its own (marks repeat the call); GFP+ MAC1+ double positive, %; measured here: differentiation confirmed by MAC1 staining
Starred values were filed as active, the others as inactive; i = inactive; . = not tested or not shown; + = active, no number.

SMILES | Insulin prom up | Insulin prom up cell count | T cell modulator | T cell modulator vesicle-bound % | Hep lipid drop | Hep lipid drop cells 6.5 µM | WT yeast gro inh | WT yeast gro inh mutant strain | West Nile antiviral | Autophagy mod | Autophagy mod cell loss 18 h | Myeloid diff 2 | Myeloid diff 2 GFP+ MAC1+ % | bCat nuc transl | bCat nuc transl cell count 5 µM | MT stabilizer | MT stabilizer Hoechst-high % | MT stabilizer cytotoxicity %
O=C(NCC(c1cccs1)N1CCOCC1)c1ccccc1NS(=O)(=O)c1cccc([N+](=O)[O-])c1 (stereo unspecified) | -1.4 | 1385 | i | 28.0 | 7.1 | 669 | -14.2 | 1.0 | 0.0% | i | -3.2 | i | 0.1 | -3.5 | 1094 | 3.9 | 3.2 | 9.0
CC1(C)Cc2c(c(=S)nc(-c3ccccc3)n2CCO)CO1 | 2.32 | 1218 | i | 34.4 | 4.8 | 679 | -4.6 | -19.9 | 0.3% | i | 8.7 | i | 0.8 | . | . | 2.9 | 1.6 | 3.8
CCOC(=O)C1(Cc2cccc(OC)c2)CCCN(Cc2c(C)nn(C(C)C)c2C)C1 (stereo unspecified) | -0.5 | 1110 | i | 24.3 | -16.3 | 737 | . | . | -0.2% | . | . | i | 0.6 | -0.5 | 1265 | . | . | .
Cc1ccc(S(=O)(=O)/C(C#N)=C/c2c(N3CCOCC3)nc3c(C)cccn3c2=O)cc1 | -0.52 | 1463 | i | 18.8 | 8.8 | 779 | . | . | -0.1% | . | . | i | 0.2 | 2.2 | 1221 | . | . | .
COc1cc(CN(C2CCCCC2)S(=O)(=O)c2ccc(S(=O)(=O)N(C)C3CCCCC3)cc2)cc(OC)c1OC | 0.07 | 1389 | i | 18.0 | -24.7 | 680 | -11.8 | 5.5 | -0.1% | i | 14.3 | i | 0.4 | 0.5 | 916 | 2.4 | 4.5 | 5.9
CCN(/N=C/c1ccccc1)c1cc(=O)n(C)c(=O)[nH]1 | -0.39 | 1440 | i | 29.5 | 1.3 | 637 | 8.3 | 20.2 | 0.0% | i | -7.2 | i | 0.6 | . | . | 2.0 | 1.6 | 3.0
Oc1ccccc1-c1cc(C(F)(F)C(F)F)nc(-c2ccccc2)n1 | 0.16 | 1430 | i | 26.7 | . | . | -13.7 | 22.6 | -0.6% | i | -17.6 | i | 3.6 | -3.4 | 962 | 2.5 | 2.3 | 9.8
Cc1ccc(S(=O)(=O)N2CCCc3cc(NC(=O)c4c(F)cccc4F)ccc32)cc1 | . | . | i | 11.4 | -18.1 | 659 | . | . | 0.6% | . | . | + | 4.9* | . | . | . | . | .
COc1ccc(CCNC(=O)c2n[nH]c(=O)c3ccccc23)cc1 | 0.5 | 1333 | i | 23.6 | . | . | -1.4 | -0.2 | 0.1% | i | 2.7 | i | 3.0 | -0.8 | 1404 | 2.7 | 2.5 | 9.1
O=C1CC(N2CCN(c3ccc(O)cc3)CC2)C(=O)N1c1ccc2c(c1)OCO2 (stereo unspecified) | 0.4 | 1460 | i | 46.2 | -31.0 | 601 | -19.4 | -6.1 | 0.3% | i | -1.7 | i | 0.7 | 0.1 | 1530 | 1.9 | 1.7 | 4.1
CCC(C)NC(=O)CNC(=O)Cn1c(C)cc2ccccc2c1=O (stereo unspecified) | -0.25 | 1300 | i | 29.6 | -2.2 | 734 | 11.1 | 10.0 | 0.3% | i | 7.7 | i | 0.9 | -1.5 | 1058 | 1.7 | 1.7 | 5.6
O=C(/C=C/c1ccc(S(=O)(=O)N2CCOCC2)cc1)NCc1ccccc1Cl | 0.55 | 1194 | i | 32.7 | -2.1 | 673 | -15.1 | -18.7 | -1.0% | i | -3.3 | i | 1.2 | -1.4 | 908 | 2.7 | 1.8 | 11.6
S=C(Nc1ccccc1Cl)N1CCCCC1 | 0.09 | 1342 | i | 38.7 | 8.0 | 640 | -1.3 | 2.5 | -0.7% | i | -3.5 | i | 0.0 | -2.7 | 531 | 2.1 | 2.6 | 10.5
CC(C)NC(=O)C1CCN(C2CCN(C(=O)Cc3ccc4c(c3)OCO4)CC2)CC1 | -0.02 | 1156 | i | 55.7 | -15.8 | 686 | -4.3 | 0.0 | -0.3% | i | 17.1 | i | 0.4 | -0.9 | 1153 | 3.7 | 2.3 | 0.5
Cc1nc(-c2ccc(S(=O)(=O)Nc3ccc(S(N)(=O)=O)cc3)cc2)co1 | . | . | i | 39.5 | 15.4 | 717 | . | . | -0.3% | . | . | i | 1.7 | . | . | . | . | .
OCCNCCOc1ccc(Cl)c(Cl)c1 | 0.43 | 1198 | i | 59.8 | 7.5 | 591 | 4.0 | 7.9 | -0.4% | i | 14.2 | i | 0.9 | -1.0 | 514 | 2.7 | 1.7 | 7.2
COc1ccccc1NC(=O)CCSCCC(=O)Nc1ccccc1OC | 0.43 | 1340 | i | 32.3 | 3.7 | 631 | -21.1 | -4.6 | -0.1% | i | -4.6 | i | 0.2 | 1.2 | 918 | 2.5 | 1.8 | 7.2
Cc1ccc(O)c(C2=NCCNC(C(F)(F)C(F)F)=C2)c1 | 0.02 | 900 | i | 50.2 | -7.6 | 758 | 6.5 | 12.2 | -0.1% | i | -2.4 | i | 0.9 | -2.4 | 1266 | 1.8 | 1.7 | 7.9
C=CCOn1c(=O)c(-c2cccs2)[n+]([O-])c2ccccc21 | 0.47 | 738 | i | 46.1 | -11.7 | 782 | 0.5 | 6.7 | -0.4% | i | 1.0 | i | 1.5 | -3.7 | 1136 | 4.1 | 2.6 | 7.2
CCN(CC)c1nc(SCC(=O)O)nc(N(CC)CC)n1 | 0.11 | 1796 | i | 33.5 | 0.2 | 632 | 13.2 | 9.3 | 0.6% | i | -0.5 | i | 0.3 | -0.8 | 1035 | 3.9 | 2.2 | 2.4
Cc1c(Cl)cccc1NC(=O)CNC(=O)c1ccccc1F | 0.7 | 1557 | i | 45.3 | 10.3 | 609 | -5.2 | 28.6 | -0.5% | i | 5.8 | i | 1.1 | -1.7 | 1093 | 3.4 | 1.9 | 4.7
CCCNC(=O)CN1C(=O)NC(CCSC)C1=O (stereo unspecified) | 0.01 | 1539 | i | 39.8 | -4.9 | 696 | . | . | 0.4% | . | . | i | 0.6 | 0.4 | 1335 | . | . | .
CCOc1ccc(NC(=O)c2c(NC(=O)CN3CCN(C)CC3)sc3c2CCC3)cc1 | . | . | i | 66.0 | 17.0 | 801 | . | . | 18.3µM* | . | . | i | 0.4 | . | . | . | . | .
O=C(CSc1nc(-c2ccccc2F)nc2nc[nH]c12)Nc1c(Cl)cc(Cl)cc1Cl | . | . | i | 6.4 | 19.9 | 636 | -8.9 | 7.1 | 0.2% | i | -2.6 | . | . | 2.5 | 941 | 5.1 | 2.2 | 6.1
Cc1ccc(CNC(=O)CSc2ccsc2[N+](=O)[O-])cc1 | . | . | i | 60.1 | 0.5 | 663 | 3.1 | -26.6 | -1.0% | i | -3.8 | . | . | -0.2 | 1071 | 3.8 | 2.8 | 4.4
COc1ccc(-c2nc(NC(=O)c3ccc(OCC(=O)N4CCOCC4)c(OC)c3)sc2C)cc1 | 0.45 | 1255 | i | 51.9 | 96.0* | 547* | -4.3 | -10.8 | -0.2% | i | 0.1 | i | 0.3 | -0.1 | 891 | 2.5 | 3.9 | 10.2
O=C(NC1CCCC1)C(c1cccs1)N(Cc1ccco1)C(=O)Cn1nnc(-c2cccs2)n1 (stereo unspecified) | 0.08 | 1926 | i | 9.2 | -14.0 | 638 | 25.1 | 19.0 | 0.4% | i | 0.1 | i | 6.0 | -2.5 | 1042 | 3.3 | 2.1 | 3.6
CC(=O)N1CCN(C(=O)c2ccc3oc(CCCc4ccccc4)nc3c2)CC1 | . | . | i | 11.2 | -0.9 | 756 | . | . | -0.5% | . | . | i | 1.0 | . | . | . | . | .
Cc1[nH]c2ccccc2c1/C=N/NC(=O)c1cccc([N+](=O)[O-])c1 | -0.29 | 1189 | i | 34.8 | -3.9 | 670 | -0.2 | -11.7 | . | i | -2.6 | i | 0.2 | -2.9 | 1154 | 3.2 | 2.6 | 8.7
COc1ccccc1OCc1nc(-c2cccc([N+](=O)[O-])c2)no1 | 1.65 | 1163 | i | 37.7 | -13.8 | 680 | -1.1 | 12.1 | -1.3% | i | 6.0 | i | 0.3 | -4.6 | 1117 | 3.5 | 3.2 | 6.7
Cc1ccc(Oc2cnn(-c3ccccc3)c(=O)c2Br)cc1 | -1.6 | 1655 | i | 49.8 | 15.3 | 699 | 28.7 | 7.3 | -0.4% | i | 12.9 | i | 0.4 | -3.2 | 1076 | 3.7 | 3.3 | 8.3
CC(C)CCNC(=O)c1cccc(S(=O)(=O)N2CCc3ccccc32)c1 | 0.49 | 936 | i | 55.2 | 6.0 | 796 | 11.2 | 7.4 | -1.1% | i | -8.7 | i | 0.3 | -4.0 | 1233 | 4.0 | 2.2 | 5.2
COc1ccc(N2CCN(c3nc(Nc4ccc(F)cc4)nc(OC)n3)CC2)cc1 | 0.04 | 1533 | . | . | . | . | 3.6 | 0.9 | -0.1% | i | -1.3 | . | . | -2.0 | 1349 | 0.3 | 1.4 | 10.0

Screens (PubChem)
